# miR122 inh: miR-122 inhibition in Huh7 cells. Huh7 miR-122 Renilla luciferase sensor, 48 h; neutral wells = 0, positive control = 100. activation (reporter increase), % at 12.5 µM. 0.3% of 340,000 active. AID 602342;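 active = mean replicate activation score at least 90 and every replicate individually at or above 90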;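 note: higher luciferase means less miR-122 activity so hits act as miR-122 inhibitors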
# GSIS activator: primary screen for activators of insulin secretion dependent on glucose, INS-1E cells, GLuc reporter luminescence; AID 743287; 0.61% of 370,000 active; activation, % at 16.6 µM; INS-1E GLuc reporter insulin secretion, 2-3 h;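 active = lowest replicate activation of at least 40%, so every replicate reaches that level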;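 note: 0% = median of neutral control wells and 100% = median of IBMX positive control wells; some compounds called inactive have numbers as strong as hits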
# Cneo AK release: Cryptococcus neoformans lysis via adenylate kinase release. C. neoformans lysis, adenylate kinase release luminescence, 4 h; normalised: neutral wells 0, clomiphene wells 100. lysis activity, % at 15 µM. 0.2% of 360,000 active;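 active = mean lysis activity across replicates of at least 80%, whatever share of replicates individually reach that level; inactive = mean lysis activity below 80%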
#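 Material – Cryptococcus neoformans yeast cells · Quantity – 5 × 10^6 yeast cells/mL · Buffer or medium – YPD medium · Compound – single dose · Timing – 4 h static compound exposure, 37 °C, read 1 h post-reagent · Signal – adenylate kinase release luminescence · Read-out basis – lysis from increased AK signal · Benchmarks – Clomiphene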
# FN deposition inh: fibronectin deposition inhibition; 0.086% of 350,000 active; inhibition, % at 12.6 µM; AH1F fibroblasts, Alexa488-fibronectin deposition fluorescence, overnight;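 active = mean inhibition across replicates of 30% or more, regardless of how many single replicates reach that level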;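 note: positive control wells lacked labelled fibronectin entirely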
#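 Assay system: AH1F fibroblast monolayer, labelled fibronectin deposition. Amount: 10000 cells per well. Also added: labelled fibronectin 24 nM. Compound: single-point pinned compound. Incubation: cell attachment 1 h, compound and FN exposure overnight. Detection: fluorescence after three HBSS washes, excitation 485 nm, emission 525 nm. Read-out: inhibition of fibronectin deposition signal.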
# CFTR F508del cor: CFTR F508del correction in bronchial cells. CFBE cells, YFP halide quenching; stimulated with forskolin plus potentiator P3; % fluorescence drop versus neutral controls. activity (quench increase), % at 7.58 µM. 0.36% of 350,000 active;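 active = mean added fluorescence quench of at least 8% versus neutral control, with both replicates also reaching 8%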;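 note: cells transiently co-express mutant CFTR-F508del with the halide-sensitive YFP; corrector assay measuring rescue of mutant channel to the surface after 24 h compound exposure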
# PGC1a acetyl inh: modulators of PGC1a acetylation; U2OS PGC1a acetylation, AlphaScreen anti-acetyl-lysine; with virally co-expressed GCN5 acetyltransferase; inhibition, % at 15.6 µM; 0.17% of 350,000 active; AID 651687;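 active = every replicate shows inhibition of at least 40%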;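 note: 0% = neutral control wells and 100% = positive control wells; some results beyond the cut were filed as inactive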
# C2C12 statin: suppression of simvastatin myotoxicity; rescue of ATP level, % at 7.49 µM; C2C12 myotubes + simvastatin, ATP luminescence, 48 h; scaled: DMSO 0, geranylgeraniol control 100; 0.78% of 330,000 active;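 active = mean ATP rescue above about 67%, or every replicate alone reaching that limit, limit read from the data, passing the limit was not always enough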;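 note: myotubes were challenged with 10 µM simvastatin during compound exposure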
# PglD inh: inhibitors of Campylobacter jejuni PglD acetyltransferase; purified PglD enzyme, DTNB colorimetric CoA detection; inhibition, % at 12.5 µM; 0.098% of 360,000 active; AID 602405; in the data active = inhibition above about 16%, passing the limit was not always enough; note: strong numbers were not always called active
# Starred values were filed as active, the others as inactive; x = not tested or not shown; [ ] = remark or other dose. Compounds as they come, and some 2.1% of all compounds hit somewhere here.
structure,PglD inh,Cneo AK release,miR122 inh,PGC1a acetyl inh,FN deposition inh,GSIS activator,C2C12 statin,CFTR F508del cor
CC(Sc1ccc(Cl)cc1)C(=O)NNC(=O)c1ccco1 (stereo not drawn),x,x,-3,-1,3,1,-4,-1.5
C[C@@H]1CCCCO[C@H](CN(C)C(=O)Cc2ccccc2)[C@H](C)CN([C@H](C)CO)C(=O)c2cc(NC(=O)c3ccccc3)ccc2O1,1,4,-3[16.7 µM],5,6,-33,x,0.0
CO[C@@H](CN(C)S(=O)(=O)c1cccc(Cl)c1)[C@@H](C)CN(C(=O)Nc1ccccc1F)[C@@H](C)CO,2,6,x,1,-5,-14,14,0.7
COC(=O)c1c(NC(=O)c2ccccc2)sc(C(=O)c2ccccc2)c1C,-2,-1,3,2,x,x,-10,x
O=C(O)CCCCCNC(=O)Nc1ccc2c(c1)OCCO2,-5,-4,3,14,x,x,8,x
O=C(CSc1nnc(Cc2ccccc2)o1)NCc1ccc2c(c1)OCO2,-10,0,-2,x,11,1,4,3.6
COCCOc1nc2ccccc2nc1C,-3,0,-3,-13,-4,x,-1,x
CC1CCCCN1C(=O)COC(=O)c1ccc2ccccc2n1 (stereo not drawn),0,-1,x,x,-7,16,1,-1.9
CN1CCN(C(CNC(=O)C(=O)Nc2ccc3c(c2)OCCO3)c2ccc(F)cc2)CC1 (stereo not drawn),-2,-10,x,x,-7,-11,17,2.0
CN1CCN(C(=O)CCc2nc(-c3ccc(Cl)cc3)no2)CC1,0,-3,0,2,x,-1,-1,1.4
CN1C(=O)c2cc(NC(=O)C3CC3)ccc2OC[C@H]2O[C@@H](CC(=O)NCC3CCCCC3)CC[C@@H]21,2,-3,-1[16.7 µM],-7,2,-7,-8,-0.7
COc1ccc(-c2nnn(CC(=O)c3c[nH]c4ccccc34)n2)cc1OC,1,0,-1,13,x,13,-5,x
Nc1nc(N)c(-c2cccc(C(F)(F)F)c2)c(Cc2cccc(C(F)(F)F)c2)n1,x,x,1,x,-4,x,-5,7.1
C/C=C/c1ccc2c(c1)O[C@@H](CN(C)C(=O)C1CCOCC1)[C@H](C)CN([C@H](C)CO)S2(=O)=O,-2,0,0[16.7 µM],-2,1,-1,8,-0.9
Cc1ccc(-n2c3c(cc(C(=O)NCC(=O)c4ccccc4)c2=O)C(=O)CCC3)cc1,1,-2,-2,1,x,41,-3,0.6
CN(C(=O)C1CCCO1)c1nnc(-c2cnccn2)s1 (stereo not drawn),-3,3,0,x,-9,x,5,x
C[C@H](CO)N1C[C@H](C)[C@@H](CN(C)C(=O)Cc2ccccc2)OCCCC[C@H](C)Oc2ccc(NC(=O)c3ccccc3)cc2C1=O,-3,0,4[16.7 µM],-16,-4,-20,x,-0.7
O=C(CC[C@H]1O[C@@H](n2ccc(=O)[nH]c2=O)[C@H](O)[C@@H]1O)NCc1ccc2c(c1)OCO2,-4,-2,-4,0,-4,x,2,3.9
CCCCn1c(N)c(N(CC(C)C)C(=O)c2ccc(S(=O)(=O)N3CCC(C)CC3)cc2)c(=O)[nH]c1=O,x,x,-7,5,6,0,-1,-3.0
O=C(N/N=C/c1ccc(Br)cc1)c1ccccc1-n1cccc1,x,x,17,-15,x,-29,x,2.8
CC(C)c1ccc(OCc2ccc(C(=O)N(C)C)o2)cc1,-8,-1,x,-3,5,-29,-26,-1.6
CCOc1ccc(S(=O)(=O)NCc2ccccn2)cc1NC(=O)c1ccccc1,x,x,90,-2,6,9,x,6.3
C[C@@H]1CCCCO[C@@H](CN(C)S(=O)(=O)c2cccs2)[C@@H](C)CN([C@H](C)CO)C(=O)c2cc(NC(=O)c3ccccc3)ccc2O1,-2,-10,3[16.7 µM],-2,x,11,x,-0.2
O=C(CSc1nnc(CNC(=O)c2c(F)cccc2Cl)o1)Nc1ccccc1,-3,-1,-3,10,x,-3,x,x
O=C(NCCS(=O)(=O)N1CCN(c2ccc(F)cc2)CC1)c1ccc2c(c1)OCO2,-3,1,-3,-9,3,-1,-1,-1.0
COC(=O)C(NC(C)=O)(Nc1sc2c(c1C(N)=O)CCCC2)C(F)(F)F (stereo not drawn),2,0,x,0,x,-2,-14,-0.8
Cc1c(C#N)c(N)nc2c3c(sc12)NC(=O)CC3c1ccccc1 (stereo not drawn),1,5,2,2,0,7,x,0.6
CCN1CCN(C(=O)Cn2nc(C)n3c(cc4c(OC)cccc43)c2=O)CC1,-2,1,3,8,7,x,6,-1.2
CC1CCCN(c2ccc(C(=O)NCC3CCCO3)cn2)C1 (stereo not drawn),4,0,x,-3,x,22,-13,1.3
CCOC(=O)c1c(C)[nH]c(C(=O)COC(=O)C2=NNC(=O)CC2)c1C,0,-1,-6,1,0,7,15,-2.8
O=S(=O)(Nc1c(F)cccc1F)c1ccc(Cl)nc1,1,-5,x,-51,0,8,7,0.9
CCc1c(C(=O)NNC(=S)NCCc2ccccc2)csc1C,6,1,3,9,x,x,-13,x
Cn1nc(C(=O)NNC(=O)Cc2ccc(S(=O)(=O)N3CCOCC3)s2)c2ccccc2c1=O,0,0,5,1,-2,-2,-5,4.2
CCOC(=O)c1c[nH]c2c(C)ccc(Cl)c2c1=O,x,x,x,6,16,-7,x,-1.8
C[C@@H]1CN([C@H](C)CO)S(=O)(=O)c2ccc(-c3cncnc3)cc2O[C@@H]1CN(C)Cc1ccncc1,-1,2,-3[16.7 µM],19,x,4,-11,3.6
Cc1ccccc1-c1ccccc1[C@H]1[C@@H](CO)N(C(=O)c2ccccc2)[C@H]1C#N,x,x,x,-24,-5,-5,x,-1.2
CCOc1ccccc1C(=O)NCC(=O)N1CCN(Cc2ccc3c(c2)OCO3)CC1,-3,3,-13,4,x,x,-7,x
COc1ccc(N2CCN(C(=O)c3cc4c(s3)-c3ccccc3OC4)CC2)cc1,1,1,-6,-3,9,-9,-7,-0.6
CCN1CCN(S(=O)(=O)c2ccc(S(=O)(=O)NC3CC3)cc2)CC1,7,2,x,x,4,-6,3,-2.8
Cc1ccc(NC(=O)Nc2ccon2)cc1Cl,0,-12,x,x,1,18,-9,-1.0

# Ordered by SMILES length (largest number first): part of the list above.
structure,PglD inh,Cneo AK release,miR122 inh,PGC1a acetyl inh,FN deposition inh,GSIS activator,C2C12 statin,CFTR F508del cor
Cc1ccccc1-c1ccccc1[C@H]1[C@@H](CO)N(C(=O)c2ccccc2)[C@H]1C#N,x,x,x,-24,-5,-5,x,-1.2
CCN1CCN(S(=O)(=O)c2ccc(S(=O)(=O)NC3CC3)cc2)CC1,7,2,x,x,4,-6,3,-2.8
CCOC(=O)c1c[nH]c2c(C)ccc(Cl)c2c1=O,x,x,x,6,16,-7,x,-1.8

# Going on with the list:
structure,PglD inh,Cneo AK release,miR122 inh,PGC1a acetyl inh,FN deposition inh,GSIS activator,C2C12 statin,CFTR F508del cor
O=C(c1cccc(S(=O)(=O)Nc2ccccc2F)c1)N1CCN(c2ccccc2F)CC1,x,x,-1,16,9,-3,x,1.3
C[C@@H]1CCCCO[C@H](CN(C)Cc2ccc(Cl)c(Cl)c2)[C@@H](C)CN([C@@H](C)CO)C(=O)c2cc(NC(=O)Nc3ccc(F)cc3)ccc2O1,-7,-4,0[16.7 µM],-10,x,-9,x,2.1
C[C@@H]1CCCCO[C@@H](CN(C)Cc2ccc(C(F)(F)F)cc2)[C@@H](C)CN([C@H](C)CO)C(=O)c2cc(NS(C)(=O)=O)ccc2O1,-1,0,7[16.7 µM],-3,x,-1,x,1.2
O=c1c2ccccc2nnn1CSc1nnc(-c2cccc(S(=O)(=O)N3CCCCC3)c2)o1,1,1,x,-5,5,-21,26,x
O=C(CCc1nc(-c2ccccc2F)no1)NC1CCN(Cc2ccccc2)CC1,-6,0,-2,-5,x,x,x,x
Cn1c(-c2cnn(-c3ccccc3)c2N)n[nH]c1=S,x,x,x,-3,11,1,x,0.2
Cc1noc(/C=C/N(C)C)c1S(=O)(=O)N1CCN(c2ccccc2)CC1,8,-3,-3,x,4,x,2,-0.4
Cc1cc(C=C2C(=O)c3ccccc3C2=O)c(C)n1C,-5,-3,-5,12,1,32,-103,x
Cc1ccccc1C(=O)N/N=C1\SCC(=O)N1Cc1ccco1,x,x,x,2,4,-10,x,-0.6
CCC(=O)N1CCCCN2[C@@H](CO)[C@@H](c3ccc(C#Cc4ccccc4F)cc3)[C@@H]2C1,11,0,-12[16.7 µM],8,x,-3,-3,1.7
COc1ccc(OC)c(NC(=O)COC(=O)CCC2CCCC2)c1,4,-1,x,4,x,9,-4,0.2
OC(c1ccccc1)c1nc(-c2cccs2)cs1 (stereo not drawn),0,-3,-7,-12,5,-5,2,-0.9
CC(C)C#Cc1ccc2c(c1)O[C@@H](CN(C)Cc1ccccn1)[C@@H](C)CN([C@H](C)CO)S2(=O)=O,0,-2,-5[16.7 µM],-5,2,-12,14,1.4
COc1ccc(NC2CC(=O)N(c3cccc(C)c3)C2=O)cc1 (stereo not drawn),-3,-1,5,7,0,1,3,x
C[C@H](CO)N1C[C@H](C)[C@H](CN(C)CC2CCCCC2)Oc2c(NC(=O)NC3CCCCC3)cccc2C1=O,8,0,10[16.7 µM],-3,x,-7,6,1.3
CO[C@@H]1CN(C)C(=O)c2cc(NC(=O)C3CCC3)ccc2OC[C@H](C)N(Cc2ccncc2)C[C@H]1C,-3,-3,-14[16.7 µM],1,-10,-4,-7,3.1
OC[C@H]1[C@H](c2ccc(-c3ccccc3F)cc2)[C@@H]2CN(Cc3ccncc3)CCCCN12,1,-1,2[16.7 µM],2,x,-4,x,-0.7
O=C(NCCN1CCCCC1)[C@@H]1N[C@@H]2c3ccc(-c4ccncc4)c(=O)n3C[C@@H]2[C@H]1CO,2,103*,35[16.7 µM],x,x,17,13,-2.4
Cc1ccc(SCCC(=O)N2CCC(C(N)=O)CC2)cc1,5,0,5,-1,11,x,-7,x
CO[C@@H]1CN(C)C(=O)c2ccc(NC(=O)c3nc4ccccc4s3)cc2OC[C@@H](C)NC[C@H]1C,-4,-3,x,-17,-6,-19,3,3.0
OC[C@@H]1[C@@H](c2ccc(-c3cccnc3)cc2)[C@@H]2CN(CC3CCOCC3)CCCCN12,1,-2,0[16.7 µM],5,x,x,x,-0.9
C=C1C(C(=O)N2CCOCC2)C1C(=O)N1CCOCC1 (stereo not drawn),-1,0,-5,-13,x,-3,-7,1.5
CCOc1ccc2nc(NCCNC(=O)C(C)(C)C)c(C)cc2c1,x,-2,6,21,-5,4,-9,0.1
CC(C)C(=O)Nc1ccc(NC(=O)c2cccnc2)cn1,2,55,2,14,x,25,-6,x
CCOc1ccccc1C1C(C#N)=C(N)Oc2cc(C)n(C)c(=O)c21 (stereo not drawn),3,0,0,12,x,-6,1,2.0
Cc1ccc(C)c(C(=O)COC(=O)Cn2c(C)csc2=O)c1,0,1,-11,4,9,6,2,-1.8
NC(=O)[C@H](Cc1cc2ccccc2s1)NC(=O)[C@@H]1CC2(CC(c3cccc(NC(=O)[C@@H]4CCC(=O)N4)c3)=NO2)CN1C(=O)/C=C/Sc1ccccc1 (stereo partly drawn),2,12,-6,-4,3,-5,16,1.5
CN1C(=O)c2cc(NC(=O)C3CCOCC3)ccc2OC[C@@H]2O[C@@H](CC(=O)NC3CCCC3)CC[C@@H]21,0,-3,4[16.7 µM],-2,-6,19,5,1.2

# Bioassay records (PubChem BioAssay)
